# Screening data deposited in PubChem by The Scripps Research Institute Molecular Screening Center.
# MITF primary: MITF inhibitors, primary screen, biochemical, AlphaScreen, human | AlphaScreen MITF homodimerization, bead proximity signal | inhibition, % at 2.6 µM | actives 0.91% (n = 650,000) | AID 1259374, 2018; in the data active = inhibition above about 50%;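 also: 0% = vehicle wells with protein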
# Target sequence (O75030 whole entry, looked up): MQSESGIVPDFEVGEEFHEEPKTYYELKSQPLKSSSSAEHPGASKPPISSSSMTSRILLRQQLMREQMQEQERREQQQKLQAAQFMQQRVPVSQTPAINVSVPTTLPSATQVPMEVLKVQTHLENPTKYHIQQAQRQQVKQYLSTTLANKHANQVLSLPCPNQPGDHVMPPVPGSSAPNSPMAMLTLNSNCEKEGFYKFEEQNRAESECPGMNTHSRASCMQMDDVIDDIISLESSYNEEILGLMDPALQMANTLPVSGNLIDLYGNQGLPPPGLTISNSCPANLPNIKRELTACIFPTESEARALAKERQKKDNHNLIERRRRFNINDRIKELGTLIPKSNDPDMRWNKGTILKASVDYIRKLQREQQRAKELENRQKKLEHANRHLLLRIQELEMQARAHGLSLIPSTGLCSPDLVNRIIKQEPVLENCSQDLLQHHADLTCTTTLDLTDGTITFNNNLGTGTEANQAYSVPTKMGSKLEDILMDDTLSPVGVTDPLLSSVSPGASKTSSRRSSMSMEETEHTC
# GPR151 ag: activators of human GPR151, primary screen, cell-based, PathHunter beta-arrestin, luminescence. PathHunter beta-arrestin GPR151 cells. activation, % at 11.2 µM. G-protein coupled receptor 151 (Homo sapiens), Q8TDV0. actives 1% (n = 650,000); in the data active = activation above about 4.9%;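 also: 0% = median of compound wells and 100% = cells with positive control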
# Target sequence (Q8TDV0 whole entry, looked up): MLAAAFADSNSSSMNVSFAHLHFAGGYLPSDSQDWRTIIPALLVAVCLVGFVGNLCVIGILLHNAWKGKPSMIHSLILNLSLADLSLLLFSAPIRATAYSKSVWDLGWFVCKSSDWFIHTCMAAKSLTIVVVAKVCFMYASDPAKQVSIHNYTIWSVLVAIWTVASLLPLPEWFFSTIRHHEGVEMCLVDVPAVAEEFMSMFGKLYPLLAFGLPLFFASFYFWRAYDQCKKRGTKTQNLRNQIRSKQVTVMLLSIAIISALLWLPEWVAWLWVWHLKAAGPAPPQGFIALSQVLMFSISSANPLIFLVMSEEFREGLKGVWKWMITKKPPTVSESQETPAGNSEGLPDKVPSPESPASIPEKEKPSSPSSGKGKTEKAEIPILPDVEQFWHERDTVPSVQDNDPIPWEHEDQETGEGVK
# FBW7 act: FBW7 E3 ligase activators, primary screen, biochemical, AlphaScreen, human; normalized activity (activation), % at 26.1 µM; AID 1259310, 2017; actives 0.13% (n = 650,000); F-box/WD repeat-containing protein 7 (Homo sapiens), Q969H0; AlphaScreen FBW7–phospho-cyclin E peptide binding, activator screen; in the data active = normalized activity above about 1.9%;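 also: purified mutant Fbw7 with reduced substrate affinity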
# TEAD-YAP inh: TEAD-YAP interaction inhibition, primary screen, TEAD-YAP interaction inhibitor project, luminescence, HEK-TIYL cells; TEAD-Gal4/YAP UAS-luciferase luminescence; inhibition, % at 9.12 µM; actives 1.4% (n = 640,000); AID 1259422, 2018; in the data active = inhibition above about 32%;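 also: 0% = median of test compound wells and 100% = reference inhibitor wells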
# The depositor's hits bear a star. Compounds were not picked by outcome; 3.5% or so of the library scored in one or more.
SMILES,MITF primary,GPR151 ag,FBW7 act,TEAD-YAP inh
Cc1ccc(CNS(=O)(=O)c2ccc3c(c2)NC(=O)CC(=O)N3)cc1,-6,0.2,0.3,-4
Cc1cccc(NC(=O)c2ccc(N3CCN(c4ccccc4Cl)CC3)c([N+](=O)[O-])c2)c1,9,-1.3,0.7,-2
CCCCn1c(=O)[nH]c(=O)c2c1nc(CN1C(=O)c3ccccc3S1(=O)=O)n2CCC,-9,-0.5,0.1,4
CCCn1nc(Oc2cc(C)nc(Cl)n2)ccc1=O,-3,-0.3,0.1,-2
COc1cccc(CNC(=O)C2=C(C)C(=O)OC23CCCCCC3)c1,-17,0.1,0.0,-3
CCOC(=O)c1[nH]c(C)c(C(=O)N2CCN(C3CCCCC3)CC2)c1C,14,1.3,-0.1,3
COc1cccc(C(=O)NCCN(C)C)c1OC,-1,0.2,0.1,5
COc1ccc(C(=O)NC(=S)Nc2ccc([N+](=O)[O-])cc2O)cc1,-22,-4.5,0.0,-30
CC(C)[C@@H]1NC(=O)[C@H]2CN(S(=O)(=O)c3ccc(Cl)cc3)CCN2C1=O,-14,0.3,-0.1,-11
CCNC(=O)c1ccc(N(C)S(=O)(=O)c2ccccc2)cc1,-13,-2.0,-0.1,-6
O=C(CSc1nnnn1-c1ccccc1)Nc1cccc(O)c1,-3,-0.3,-0.1,-5
COC(=O)c1c(-c2ccccc2)csc1NC(=O)CSc1ncnc2sc3c(c12)CCC3,-5,-0.3,-0.3,5
COc1ccc(S(=O)(=O)Nc2ccc3c(c2)CN(C(C)=O)CC3)cc1,-9,0.4,-0.1,-13
COc1nn(C)cc1C(=O)Nc1ccc(Cl)cc1,-1,-0.5,0.1,-67
CCC(C)c1ccc(OCC(=O)NCc2ccco2)cc1 (centres undefined),-6,0.0,-0.1,-14
Cc1c(CNCCc2ccc(Cl)cc2)c(C(=O)O)c(C)n1Cc1ccccc1F,9,1.5,-0.1,-1
Cc1cccc(C2=Nc3ccccc3N=C(c3cc(C)ccc3O)C2)c1,8,1.0,0.4,-12
O=C(CCc1nc(-c2cnccn2)no1)NCc1cccc(C(F)(F)F)c1,-5,0.9,-0.2,-5
COc1ccccc1CNC(=O)C1CCCN(C(=O)c2cc3sccc3n2C)C1 (centres undefined),8,0.0,0.2,11
CC1CC(C)CN(c2nnc(NC(=O)Nc3ccccc3Cl)s2)C1 (centres undefined),2,-0.2,0.1,-9
CCOC(=O)c1ccc(OCC2c3cc(OC)c(OC)cc3CCN2C(=O)COc2ccccc2)cc1 (centres undefined),5,-0.9,0.1,18
CCOc1cc(/C=N/N=C2\NC(=O)C(CC(=O)O)S2)ccc1OCc1ccccc1 (centres undefined),19,1.4,0.0,-3
O=C(NCc1ccc2c(c1)OCO2)C1C2C=CC3(CN(Cc4cccs4)C(=O)C13)O2 (centres undefined),5,1.4,0.1,2
Cc1ccc(NC(=O)C(=O)NCc2cccs2)c(C)c1,9,2.1,0.3,-44
COc1ccc(Cn2ccnc2SCC(=O)Nc2cccc(NC(C)=O)c2)cc1,15,1.8,0.2,2

# Single values from the list.
# MITF primary, `COc1nn(C)cc1C(=O)Nc1ccc(Cl)cc1` is entered as -1
# MITF primary, `CCCn1nc(Oc2cc(C)nc(Cl)n2)ccc1=O` is entered as -3

# (continued)
SMILES,MITF primary,GPR151 ag,FBW7 act,TEAD-YAP inh
Cn1c(=O)c2c(ncn2CC(=O)N/N=C/c2ccc(C(F)(F)F)cc2)n(C)c1=O,12,5.6*,0.0,2
C=CCNc1ncnc2c1cnn2-c1ccc(C)cc1,-12,-1.7,-0.2,-42
O=C(C=C(Cl)Cl)c1cccc([N+](=O)[O-])c1,14,-0.4,0.0,5
CCOc1ccc(NC(=O)CN(C)S(=O)(=O)c2ccc(Br)s2)cc1,3,1.5,-0.1,14
Cc1cc2c(cc1C)N(C(=O)CSc1nccn1C)C(C)(C)c1ssc(=S)c1-2,34,2.9,-0.6,-12
CN1/C(=C\C=N\NC(=S)Nc2cccnc2)C(C)(C)c2ccccc21,3,7.4*,-0.3,29
COc1cc2[nH]c(=O)n(CCCCC(=O)N3CCN(c4cccc(C)c4)CC3)c(=O)c2cc1OC,-6,1.5,-0.1,-4
CN(C)c1ccc(Nc2ncnc3c2c(-c2ccccc2)cn3-c2ccc(Cl)cc2)cc1,-1,0.2,0.2,-6
O=C(NC(=S)Nc1ccc(F)cc1)c1cccs1,-9,-1.1,0.2,-84
COCCn1cc(NC(=O)N2CCN(c3ccccc3F)CC2)c2ccccc21,3,-1.5,0.1,-2
Cc1ncc(CSSCc2cnc(C)c(O)c2CO)c(CO)c1O,15,-0.6,0.4,-8
COc1ccc(Cl)cc1NC(=O)c1cc2c(CO)cnc(C)c2oc1=N,11,-0.4,-0.1,3
O=C(c1nc2sccn2c1CNC(Cn1cccn1)c1ccccc1)N1CCCC1 (centres undefined),18,-1.1,0.0,2
C=CCN1C(=O)C(O)(CC(=O)c2ccc(C)cc2)c2ccccc21 (centres undefined),3,-0.7,0.3,6
COc1ccccc1N1CCN(c2ncc(C(=O)N3CCOCC3)c3ccccc23)CC1,-7,-0.5,-0.1,14
COc1ccc(-c2csc(NC(=O)c3ccc([N+](=O)[O-])s3)n2)cc1,10,1.5,0.1,2
Nc1ccc(S(=O)(=O)NNC(=O)C(=O)NNc2ccccc2)cc1,-10,0.8,-0.1,-14
CCN(CC)CCNC(=O)c1ccc2c(c1)[nH]c(=S)n1c3ccccc3nc21,16,-0.5,0.4,12
CN(C)c1ccc(/C=N/n2c(-c3ccncc3)n[nH]c2=S)cc1,49,-0.9,-0.1,12
Cc1cccc(-n2nnc(C(=O)NCc3ccc(Cl)cc3)c2N)c1,5,-0.4,0.4,13
CCOc1ccc(S(=O)(=O)NCCOC)c2ccccc12,9,2.2,0.4,7
Nc1ccc(C(=O)Nc2ccc3nc(NC(=O)C4CCCCC4)sc3c2)cc1,12,1.7,0.1,40*
CC(C)(C)NC(=O)CSc1nc2ccccc2n1-c1ccccc1,16,-1.4,0.2,3
CC1CCCC2(C1)NC(=S)N(C(C)(C)C)N2 (centres undefined),15,0.2,-0.1,4
COc1ccc(-c2nc(C)cc(NCc3cccc(C(F)(F)F)c3)n2)cc1,21,1.2,0.2,1
# Next part:
SMILES,MITF primary,GPR151 ag,FBW7 act,TEAD-YAP inh
CC(C)CCN1C(=O)CCC1CCNCc1cccc(C(F)(F)F)c1 (centres undefined),-8,0.6,-0.1,7
Cc1cccc(-c2cc(O)cc3sc(=O)oc23)c1,-7,0.6,-0.1,10
Nc1cccc(N2C(=O)C3C4c5ccccc5C(c5ccccc54)C3C2=O)c1 (centres undefined),3,0.1,0.0,3
CCOC(=O)CNC(=S)N1CCC(c2nc3ccccc3[nH]2)CC1,2,-0.6,-0.3,11
COc1cc(C2C3=C(CCCC3=O)OC3=C2C(=O)CCC3)ccc1O,-15,-0.7,-0.2,4
CCOC(=O)c1sc(NC(=O)c2ccc(S(=O)(=O)N3CCc4ccccc4C3)cc2)nc1-c1ccccc1,-5,0.6,0.2,0
C=CCc1ccc(OCC(=O)N2CCCC2)c(OC)c1,-20,-0.6,-0.2,-10
COc1cccc(/C=N/Nc2nc3ccccc3[nH]2)c1OC,-1,0.7,0.0,-28
NC(=O)COC(=O)c1c2c(nc3ccccc13)/C(=C\c1ccc3c(c1)OCO3)CCC2,3,0.7,0.2,7
Cn1c(=O)c2c(nc(N3CCOCC3)n2CCC#N)n(C)c1=O,9,1.0,0.0,1
Cn1cccc1C(=O)NC(=O)COC(=O)CNS(=O)(=O)/C=C/c1ccccc1,7,0.9,0.1,7
Nc1ccc(NC(=O)C2CCCCC2)cc1,2,0.0,0.1,14
COc1ccc(CN2CCC(C(=O)N3CCc4ccccc4C3)CC2)cc1OC,47,-1.2,0.2,8
CC1CC(C)CN(S(=O)(=O)c2ccc(C(=O)N3CCCC3)cc2)C1 (centres undefined),10,0.5,-0.1,-2
O=Cc1cccc(Oc2ccc(C(F)(F)F)cc2[N+](=O)[O-])c1,-4,-0.3,-0.3,2
Cc1cc(C)nc(Nc2nc(OC(C(F)(F)F)C(F)(F)F)nc(OC(C(F)(F)F)C(F)(F)F)n2)n1,30,1.0,0.0,5
CCOC(=O)c1c(NC(=O)c2cc(OC)c(OC)c(OC)c2)sc2c1CCC2,-2,-0.2,-0.1,-4
COc1ccc(S(=O)(=O)Nc2ccc(Cl)cc2F)cc1,1,2.4,-0.2,-2
CC(Cl)C(=O)Nc1ccc([N+](=O)[O-])cc1 (centres undefined),-6,2.9,0.0,20
CS(=O)(=O)N(CC(=O)NC1CCCCCC1)c1ccc(OCc2ccccc2)cc1,14,1.4,-0.1,1
COc1ccc(CCN=C(NC(=O)Nc2ccccc2)Nc2nc(C)cc(C)n2)cc1,4,-0.5,-0.2,-6
O=C(/C=C/c1ccc(F)cc1)Nc1ccc([N+](=O)[O-])cc1Cl,2,0.3,-0.1,-6
CCCNC(=O)C1CCN(S(C)(=O)=O)CC1,-9,-1.0,-0.2,-2
CC(=O)N(c1nc(-c2cc3ccccc3oc2=O)cs1)c1cccc(C)c1C,3,1.5,1.1,-8
CC(C)CNc1nccn2c(-c3ccc(O)cc3)cnc12,5,0.1,-0.1,-35
# Next results.
SMILES,MITF primary,GPR151 ag,FBW7 act,TEAD-YAP inh
COc1cc(NC(=O)c2ccc3ccccc3c2)ccc1N1CCCC1=O,14,-1.3,-0.1,-10
CCCN1CCC(=NNC(=O)Cc2ccc(OC)cc2)CC1,0,-1.6,0.1,17
COc1ccc(CNC(=O)c2ccccc2N(Cc2ccccc2)S(=O)(=O)c2ccc(C)cc2)cc1,0,0.1,-0.1,1
COc1ccc2oc(-c3csc(NC(=O)c4ccccc4SC)n3)cc2c1,30,-1.0,0.1,-19
O=[N+]([O-])c1ccc(F)cc1Oc1nc(CN2CCOCC2)nc2sc3c(c12)CCC3,-2,1.6,-0.2,0
CCOC(=O)C1C(=O)CC(C)(O)C(C(=O)OCC)C1c1ccc(Br)cc1 (centres undefined),13,-1.0,0.8,-10
Cc1ccc(-n2nc3ccccc3n2)c(OC(=O)c2cccc([N+](=O)[O-])c2)c1,7,-3.3,0.2,-3
Fc1cc(-c2nc(Nc3ccc(Cn4ccnc4)cc3)ncc2F)cc(N2CCOCC2)c1,4,0.1,-0.1,89*
CCC1CCc2c(sc3nc(SCC(=O)Nc4cc(Cl)ccc4C)n(-c4ccccc4)c(=O)c23)C1 (centres undefined),-1,2.2,-0.1,14
CCOC(=O)c1c(-c2ccc(Br)cc2)csc1NC(=O)c1ccc(OCC)c(OCC)c1,7,-0.3,0.2,-1
C/C(=N\NC(=O)CNc1cccc2ccccc12)c1ccccc1O,9,-0.3,0.1,10
CS(=O)(=O)N1CCCC(C(=O)Nc2c3c(nn2-c2nc4ccccc4s2)CCC3)C1 (centres undefined),10,-1.3,0.7,-11
CC(=O)c1cn(CC(=O)NC2CCCC2)c2ccccc12,-8,-0.5,0.0,1
Cc1cccc(NC(=O)C2CCCN2C(=O)OCc2ccccc2)n1 (centres undefined),2,0.8,0.1,-4
CCN1CCN(Cc2ccc(C(=O)NC(C)c3cccs3)c(=O)[nH]2)CC1 (centres undefined),10,-0.7,0.2,18
Cc1ccc(C(=O)COC(=O)c2nonc2N)cc1[N+](=O)[O-],0,0.5,0.0,-9
Cc1cc2c(C)ccc(C)c2nc1SCC(=O)NNC(=O)c1ccco1,5,-0.7,0.0,3
Cc1cccc(NC(=O)COc2cc(C)c(Br)c(C)c2)n1,7,-2.1,0.5,9
c1ccc(OCc2nnc3sc(C4COc5ccccc5O4)nn23)cc1 (centres undefined),-6,0.2,-0.1,-9

# Single records (already shown).
# Entry for C/C(=N\NC(=O)CNc1cccc2ccccc12)c1ccccc1O : MITF primary = 9; GPR151 ag = -0.3; FBW7 act = 0.1; TEAD-YAP inh = 10
# Entry for CCOC(=O)c1ccc(OCC2c3cc(OC)c(OC)cc3CCN2C(=O)COc2ccccc2)cc1 (centres undefined) : MITF primary = 5; GPR151 ag = -0.9; FBW7 act = 0.1; TEAD-YAP inh = 18
# Entry for COc1ccc(CCN=C(NC(=O)Nc2ccccc2)Nc2nc(C)cc(C)n2)cc1 : MITF primary = 4; GPR151 ag = -0.5; FBW7 act = -0.2; TEAD-YAP inh = -6

# Sorted by formula weight (largest number first): some entries from above.
SMILES,MITF primary,GPR151 ag,FBW7 act,TEAD-YAP inh
COc1cc2[nH]c(=O)n(CCCCC(=O)N3CCN(c4cccc(C)c4)CC3)c(=O)c2cc1OC,-6,1.5,-0.1,-4
COc1ccc(CN2CCC(C(=O)N3CCc4ccccc4C3)CC2)cc1OC,47,-1.2,0.2,8
CC(C)CCN1C(=O)CCC1CCNCc1cccc(C(F)(F)F)c1 (centres undefined),-8,0.6,-0.1,7
COc1ccc(S(=O)(=O)Nc2ccc(Cl)cc2F)cc1,1,2.4,-0.2,-2
CCOc1ccc(S(=O)(=O)NCCOC)c2ccccc12,9,2.2,0.4,7
COc1nn(C)cc1C(=O)Nc1ccc(Cl)cc1,-1,-0.5,0.1,-67

# Reformatted as tab-separated lines: 2 of the compounds above.
Structure	MITF primary	GPR151 ag	FBW7 act	TEAD-YAP inh
Cc1ccc(-n2nc3ccccc3n2)c(OC(=O)c2cccc([N+](=O)[O-])c2)c1	7	-3.3	0.2	-3
Fc1cc(-c2nc(Nc3ccc(Cn4ccnc4)cc3)ncc2F)cc(N2CCOCC2)c1	4	0.1	-0.1	89*
